# Source: PubChem BioAssay (several laboratories)
# HSP90 refold inh: HSP90 inhibitors, primary screen, cell lysate, luminescence. Rabbit reticulocyte lysate, luciferase refolding luminescence, 3 h. inhibition, % at 5.6 µM. 290,000 compounds, 0.91% hits. AID 1789, 2009;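 active = inhibition above the screen-wide mean plus 3 SD, computed separately per campaign, cut at about 16% in these data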;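 also: 0% = DMSO wells and 100% = 60 µM geldanamycin wells; inhibitors lower the luminescence because luciferase stays unfolded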
# HSF-1 act: HSF-1 activators, primary screen, NIH3T3-HGL cells, MG132 stress, luminescence, single point; NIH3T3-HGL HSF-1 luciferase reporter, 8 h; 100% = twice DMSO control signal; activation, % at 9 µM; 300,000 compounds, 1.7% hits;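 active = mean replicate activation of at least 50% with a set share of replicates each reaching 50%; inconclusive = only one of those two conditions met; inactive = mean below 50% and too few replicates reaching it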;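 also: 0% = median of the neutral control wells and 100% = twice that signal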
# IEC-6 cytotox: cytotoxicity in IEC-6 intestinal epithelial cells, primary screen, cytotoxicity control for KLF5 inhibitor project, cell-based, luminescence | IEC-6 cytotoxicity, luminescence viability | inhibition, % at 5 µM | 290,000 compounds, 0.78% hits; in the data active = inhibition above about 22%;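 also: 0% = plate median of test compound wells and 100% = cytotoxic reference compound wells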
# GSK3 alpha inh: blockers of GSK3A enzyme activity – biochemical, luminescence, cell-free homogeneous, HTS, primary screen; 320,000 compounds, 0.1% hits; inhibition, % at 10 µM; AID 2650, 2010; GSK-3 alpha kinase, ADP-Glo luminescence, 60 min; Glycogen synthase kinase-3 alpha (Homo sapiens), P49840;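 in the data active = inhibition above about 50%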;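 also: GST-tagged GSK-3 alpha with peptide substrate and 25 µM ATP; 0% = DMSO neutral wells and 100% = GW8510 positive control wells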
# Target sequence (P49840 whole entry, looked up): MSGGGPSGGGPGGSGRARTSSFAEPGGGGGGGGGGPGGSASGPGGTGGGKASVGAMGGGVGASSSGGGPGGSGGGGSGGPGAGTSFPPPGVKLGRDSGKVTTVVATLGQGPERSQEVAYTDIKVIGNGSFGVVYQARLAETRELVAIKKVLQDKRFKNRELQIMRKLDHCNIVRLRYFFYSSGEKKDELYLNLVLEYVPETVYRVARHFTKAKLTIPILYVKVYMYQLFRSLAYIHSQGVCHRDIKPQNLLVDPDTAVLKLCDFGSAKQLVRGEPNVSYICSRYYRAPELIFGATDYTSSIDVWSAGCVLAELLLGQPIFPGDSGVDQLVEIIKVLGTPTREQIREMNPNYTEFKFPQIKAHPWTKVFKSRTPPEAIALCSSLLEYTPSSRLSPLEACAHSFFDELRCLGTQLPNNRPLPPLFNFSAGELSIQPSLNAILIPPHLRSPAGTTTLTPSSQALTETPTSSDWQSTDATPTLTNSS
# GSK3beta inhib: human GSK3beta kinase inhibitors, primary screen, biochemical, cell-free homogeneous, HTS; Glycogen synthase kinase-3 beta (Homo sapiens), P49841; GST-GSK3beta kinase, ADP-Glo luminescence, 60 min; hits give low values; activity score (negative = inhibition), % at 10 µM; 300,000 compounds, 0.038% hits;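 active = more than half of replicate wells score below -50%, meaning over 50% inhibition versus plate controls; inconclusive = some replicates but at most half score below -50%; inactive = no replicate scores below -50%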;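 also: 0% = median DMSO wells and -100% = median GW8510 positive control wells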
# Target sequence (P49841 whole entry, looked up): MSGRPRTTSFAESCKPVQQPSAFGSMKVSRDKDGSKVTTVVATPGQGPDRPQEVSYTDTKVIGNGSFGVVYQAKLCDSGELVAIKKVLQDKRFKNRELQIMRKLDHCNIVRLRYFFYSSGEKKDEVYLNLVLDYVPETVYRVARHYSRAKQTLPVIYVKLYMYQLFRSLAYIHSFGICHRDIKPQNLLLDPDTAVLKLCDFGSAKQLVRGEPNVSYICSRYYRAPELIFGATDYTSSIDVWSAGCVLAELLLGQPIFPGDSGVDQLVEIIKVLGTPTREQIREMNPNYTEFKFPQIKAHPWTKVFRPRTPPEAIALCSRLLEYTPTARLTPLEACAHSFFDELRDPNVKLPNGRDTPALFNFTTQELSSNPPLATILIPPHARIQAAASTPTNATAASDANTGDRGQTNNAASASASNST
#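 test system = GST-tagged human GSK3beta kinase, cell-free | reagent = 25 µM ATP with peptide substrate | dosing = one dose of 10 µM per compound | schedule = 60 min reaction, RT | detection = luminescent ADP-Glo measurement of ADP formed | control set = DMSO neutral wells and GW8510 at 20 µM as positive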
# KLF5 inhibitor: KLF5 expression inhibitors, primary screen, DLD-1 cells, luminescence; AID 1700, 2009; inhibition, % at 5 µM; 290,000 compounds, 0.23% hits; DLD-1 KLF5 promoter-luciferase reporter;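 active = inhibition above a per-plate limit of that plate's mean compound inhibition plus 3 SD, cut at about 60% in these data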;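 also: 0% = DMSO wells and 100% = LY294002 at 200 µM; higher means less KLF5 promoter-driven luciferase light; inactives centre near -14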
# aSyn UTR inh: MLPCN primary screen, SNCA 5' untranslated region; 300,000 compounds, 0.82% hits; alpha-synuclein 5'UTR reporter, inhibitor activity; inhibition, % (tested at 7.5 µM); in the data active = inhibition above about 60%; inconclusive = no clear call, values can overlap the other calls;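 also: H4 neuroglioblastoma cells stably carrying SNCA 5'UTR luciferase fusion; 0% = DMSO wells and 100% = positive control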
# AI-2 QS modul: Vibrio harveyi AI-2 quorum sensing modulators, primary screen, JMH597 strain, luminescence/OD600 ratio | Vibrio harveyi JMH597 AI-2 luminescence/OD600 ratio, 9 h; hits give low values; strain lacks LuxN and CqsS sensors; 0 = neutral-control median | activity change, % at 7.5 µM | AID 2094, 2009 | 300,000 compounds, 0.4% hits; in the data active = activity change below about -75%, passing the limit was not always enough; inconclusive = no clear call, values can overlap the other calls;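 also: luminescence divided by OD600 gain over 9 h not by final OD600 alone; inactives centre near 13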
# PolyA inhibitor: polyadenylation inhibitors in yeast reporter cells, primary screen, luminescence, S. cerevisiae. S. cerevisiae SKY197-pL101 polyadenylation reporter, beta-gal luminescence; efflux-impaired pdr1/pdr3 knockout yeast; score 100 = 6 SD above DMSO. calls only at 12 µM. 300,000 compounds, 0.02% hits. AID 1875, 2009;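 active = lowest replicate activity score at least 50, where 100 means six control SD above control mean; inconclusive = lowest score under 50 but half or more replicates reach 50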;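 also: yeast exposed to compound for 9 h at 30 °C; higher score means more reporter readthrough which indicates perturbed polyadenylation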
# HSF1 inhib: HSF1 inhibitors in luciferase reporter cells, primary screen, cell-based, NIH3T3, luminescence; activity change, negative = inhibition, % at 7.5 µM (by protocol); 300,000 compounds, 0.77% hits; NIH3T3-HGL HSE-luciferase, MG132-induced, luminescence 8 h; hits give low values;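 active = more than half of replicate wells show activity change below -50%, luminescence cut by over half; inconclusive = some wells, but at most half, below -50%; inactive = no replicate well below -50%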;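 also: luciferase reports HSF-1 transcriptional activity via heat shock element; 0% = median of DMSO wells and -100% = zero luminescence signal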
# Starred values were filed as active, the others as inactive; i = inactive; u = inconclusive; x = not tested or not shown. The list is partial, so the mix of outcomes need not match the whole.
SMILES,HSP90 refold inh,HSF-1 act,IEC-6 cytotox,GSK3 alpha inh,GSK3beta inhib,KLF5 inhibitor,aSyn UTR inh,AI-2 QS modul,PolyA inhibitor,HSF1 inhib
CCOC(=O)c1[nH]c(=O)[nH]c1CN(Cc1ccco1)Cc1[nH]c(=O)[nH]c1C(=O)OCC,-5,2,-5,5,-1,1,-14,-4,i,-4
O=C(NC(=S)Nc1ccc(Cl)c(C(=O)O)c1)c1ccco1,-2,4,-7,-1,0,-32,23,19,i,-1
O=C(O)c1ccc(Nc2nc3ccccc3nc2NS(=O)(=O)c2ccc(F)cc2)cc1,-1,1,1,-1,3,3,-7,9,i,-3
CCOc1cc(CNc2ccccc2)cc(Br)c1OCC(=O)NC(C)(C)C,-2,7,-2,-7,-1,-14,u,23,i,1
CN(C)CCCOC(=O)c1ccc(Br)cc1,3,-8,-5,4,0,16,-7,16,i,-4
Cc1cc(N2CCOCC2)nc(SCC(=O)c2ccc(Cl)cc2)n1,-1,7,-3,x,3,-20,28,15,i,1
Cc1c(C(=O)/C=C/N(C)C)nnn1-c1ccc(Cl)cc1C#N,6,7,-8,-6,2,-16,6,23,i,1
CCC(C(=O)NC1CCCC1)N(Cc1ccco1)C(=O)CNS(=O)(=O)c1ccccc1 (stereo unspecified),1,15,-3,-1,0,-19,-21,17,i,-6
O=C(N/N=C/C=C/c1ccccc1[N+](=O)[O-])c1cccs1,-4,-33,4,-2,1,-21,-50,13,i,-8
Nc1ccc(CN2CCCCCC2)cc1,0,-4,-2,1,2,-45,1,17,i,-3
O=C(CCN1C(=O)C2C3C=CC(C3)C2C1=O)NCc1cccnc1 (stereo unspecified),0,-18,-6,11,0,-18,2,4,i,1
Cc1ccc(S(=O)(=O)N2c3ccc(S(N)(=O)=O)cc3CC2C)cc1 (stereo unspecified),-2,-6,4,-1,-24,5,6,14,i,3
COc1cc2c(cc1OC)CN(CC(=O)Nc1ccc(C)cc1)CC2,-1,-4,0,-2,-2,-19,-20,12,x,-10
Cc1nc2c(C)cccn2c1/C(O)=C1\C(=O)C(=O)N(CCN(C)C)C1c1ccncc1 (stereo unspecified),-3,-4,0,-6,1,-7,-4,21,i,-2
CC(=O)N1c2ccc(S(=O)(=O)N(C)CC(=O)NCc3ccc(C)cc3)cc2CC1C (stereo unspecified),2,18,11,7,1,-3,14,9,i,0
CCn1cc(Br)c(C(=O)Nc2ccc(OC)cc2)n1,0,23,8,0,-4,-94,-118,4,i,4
CC1(C)N([O-])c2cc([N+](=O)[O-])ccc2[N+]1=O,5,x,-6,12,x,9,x,x,x,x
COc1cccc(C(c2nnnn2Cc2ccccc2)N2CCN(C(=O)c3ccco3)CC2)c1OC (stereo unspecified),-1,0,-4,-2,0,-1,17,3,i,-8
Cc1cccc(C(=O)N2CCCC(Nc3ccc(C)c(C)c3)C2)n1 (stereo unspecified),-3,-1,-3,0,3,-12,-5,11,i,1
CCN(CC)C(=O)NC1CC(=O)N(c2ccc(OC)cc2)C1 (stereo unspecified),5,2,-2,0,3,-23,23,15,i,-3
CCN1CCN(Cc2nc3ccc([N+](=O)[O-])cc3c(=O)n2-c2ccc(OC)cc2OC)CC1,-3,4,3,-1,1,-27,4,11,i,-4
C[C@@H]1C[C@H]2[C@@H]3C[C@H](F)C4=CC(=O)C=C[C@]4(C)[C@@]3(F)[C@@H](O)C[C@]2(C)[C@@]1(O)C(=O)CO,5,-53,12,-5,1,-1,21,16,i,-48
COC(=O)c1[nH]nc2c1C(=O)N(Cc1ccccc1)C2=O,-3,-8,-5,-4,2,6,-5,25,i,1
CCOc1ccc(CN(C)CC(=O)NCc2ccc(F)cc2)cc1,2,-18,-5,-2,3,-26,-2,7,i,-7
CNc1ccc(/C=C/C(=O)c2ccc(C)cc2)cc1[N+](=O)[O-],0,34,-1,0,6,-39,-40,32,i,25

# (cont.)
SMILES,HSP90 refold inh,HSF-1 act,IEC-6 cytotox,GSK3 alpha inh,GSK3beta inhib,KLF5 inhibitor,aSyn UTR inh,AI-2 QS modul,PolyA inhibitor,HSF1 inhib
COc1cc2c(cc1OC)C(c1cccc(Br)c1)NC(=O)C2 (stereo unspecified),-3,19,8,2,-1,-18,23,19,i,6
CCOC(=O)c1sc(Nc2ccccc2)nc1C,1,35,-1,1,-2,-119,-96,11,i,20
O=C1CSC(c2ccccn2)N1c1ccc(F)cc1F (stereo unspecified),2,24,1,-1,3,6,3,26,i,7
COc1ccc(C(=O)/C=C/C(=O)N(Cc2ccc(F)cc2)C(C(=O)NC2CCCCC2)c2ccncc2)c(O)c1 (stereo unspecified),5,-5,-6,-2,-7,-4,23,4,i,-9
C=CCn1c(CCNC(=O)C(C)(C)C)nc2ccccc21,3,-7,-1,x,3,2,-12,36,i,-5
Cc1ccc(C(C)(C)NC(=O)C2CCC(=O)N(Cc3ccccc3F)C2)cc1 (stereo unspecified),-2,17,1,-1,1,-54,-15,23,i,2
O=c1c2ccccc2nc2n1CCCN2,3,-12,4,-1,-1,-14,8,17,i,-13
O=C(CCNS(=O)(=O)c1ccc2c(c1)CCC(=O)N2)NCc1ccc2c(c1)OCO2,-4,-6,1,-1,3,-20,16,14,i,2
Cc1cccc[n+]1C1C(c2ccccc2)C(C#N)=C(C(=C=[N-])C#N)NC1(O)C1CC1 (stereo unspecified),4,6,-3,6,2,-23,-2,-1,i,1
Cc1ccc(Nc2nc(-c3cccnc3)cs2)cc1C,3,38,18,0,1,-164,-51,11,i,53
C=CCN1C(=O)C(Cc2ccccc2)SC1=Nc1ccc(C(=O)O)cc1 (stereo unspecified),2,3,-3,-1,0,-11,35,14,i,2
COc1cc(C(CCN2CCOCC2)c2c(OC)cc(OC)c3c(C)cc(=O)oc23)cc(OC)c1OC (stereo unspecified),x,6,x,0,-2,x,16,6,i,0
CC1CC(C)CN(S(=O)(=O)c2cc3c4c(c2)CCN4C(=O)CC3)C1 (stereo unspecified),x,4,x,1,-2,x,8,19,i,-3
C[n+]1ccc(C(=O)N/N=C/c2ccco2)cc1,-4,-1,0,-2,1,21,-7,21,i,-6
CC(C)Sc1nc2c(cnn2-c2ccc(F)cc2)c(=O)[nH]1,-1,10,-1,1,2,2,41,6,i,6
CCOC(=O)C1=C(C)N(C)C(=O)NC1c1cccc(O)c1 (stereo unspecified),-3,11,-9,-11,-1,16,5,36,i,-5
O=C(c1ccncc1)N1CCN(c2cccc(C(F)(F)F)c2)CC1,1,-12,2,-2,0,-6,8,24,i,5
CCOc1ccc(C(C)NC(=S)NCc2ccc(F)cc2)cc1 (stereo unspecified),5,-3,8,1,2,-16,3,-5,i,3
O=C(Nc1ccccc1)Nc1cccc(Cl)c1Cl,1,25,7,0,0,-15,-237,-2,i,24
Cn1c(SCC(=O)Nc2cccc(S(=O)(=O)NC3=NCCCCC3)c2)nnc1-c1ccccc1,-2,-5,-5,-1,1,10,-4,3,i,-3
CCCCNc1ccc(C(CC(N)=O)NC(=O)c2cc(C)cc(C)c2)cc1[N+](=O)[O-] (stereo unspecified),3,3,-1,5,-2,-20,1,26,i,-3
COc1cc(CNCc2ccc(OC)cc2OC)cc(OC)c1,2,-4,-1,0,0,-12,-2,13,i,-3
CCCCn1nnc(NC(=O)c2ccc(-c3ccccc3[N+](=O)[O-])o2)n1,-4,6,6,0,3,-31,-36,13,i,12
O=C(COc1cc(Cl)c(Cl)cc1Cl)NCCN1CCOCC1,-1,17,4,1,1,18,-1,11,i,-3
COCCNC(=O)c1ccc(Cl)c(S(=O)(=O)Nc2cccc(C)c2C)c1,-1,-5,-1,0,-3,-22,6,40,i,-7
CCCC(=O)NC(=S)Nc1ccc(NC(=O)C(C)C)c(OC)c1,5,3,6,0,0,-20,-11,1,i,-6
Cc1ccc(-c2nc(N3CCN(C)CC3)c3ccccc3n2)cc1,2,-7,-2,x,-22,-48,-29,4,i,-5

# 11 of the compounds above, with values under each structure.
# Every second line gives: HSP90 refold inh, HSF-1 act, IEC-6 cytotox, GSK3 alpha inh, GSK3beta inhib, KLF5 inhibitor, aSyn UTR inh, AI-2 QS modul, PolyA inhibitor, HSF1 inhib
> COc1cc(C(CCN2CCOCC2)c2c(OC)cc(OC)c3c(C)cc(=O)oc23)cc(OC)c1OC (stereo unspecified)
 : x, 6, x, 0, -2, x, 16, 6, i, 0
> CC1CC(C)CN(S(=O)(=O)c2cc3c4c(c2)CCN4C(=O)CC3)C1 (stereo unspecified)
 : x, 4, x, 1, -2, x, 8, 19, i, -3
> C[n+]1ccc(C(=O)N/N=C/c2ccco2)cc1
 : -4, -1, 0, -2, 1, 21, -7, 21, i, -6
> CC(C)Sc1nc2c(cnn2-c2ccc(F)cc2)c(=O)[nH]1
 : -1, 10, -1, 1, 2, 2, 41, 6, i, 6
> CCOC(=O)C1=C(C)N(C)C(=O)NC1c1cccc(O)c1 (stereo unspecified)
 : -3, 11, -9, -11, -1, 16, 5, 36, i, -5
> O=C(c1ccncc1)N1CCN(c2cccc(C(F)(F)F)c2)CC1
 : 1, -12, 2, -2, 0, -6, 8, 24, i, 5
> CCOc1ccc(C(C)NC(=S)NCc2ccc(F)cc2)cc1 (stereo unspecified)
 : 5, -3, 8, 1, 2, -16, 3, -5, i, 3
> O=C(Nc1ccccc1)Nc1cccc(Cl)c1Cl
 : 1, 25, 7, 0, 0, -15, -237, -2, i, 24
> Cn1c(SCC(=O)Nc2cccc(S(=O)(=O)NC3=NCCCCC3)c2)nnc1-c1ccccc1
 : -2, -5, -5, -1, 1, 10, -4, 3, i, -3
> CCCCNc1ccc(C(CC(N)=O)NC(=O)c2cc(C)cc(C)c2)cc1[N+](=O)[O-] (stereo unspecified)
 : 3, 3, -1, 5, -2, -20, 1, 26, i, -3
> COc1cc(CNCc2ccc(OC)cc2OC)cc(OC)c1
 : 2, -4, -1, 0, 0, -12, -2, 13, i, -3
